TbREL1 primary: TbREL1 inhibition, primary screen; inhibition, % at 9.66 µM; AID 1117264; P86926; TbREL1 RNA ligation, FRET fluorescence; hit rate 0.49% among 89,000;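 active = inhibition above the mean inhibition across all screened compounds plus 3 SD, cut at about 11% in these data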;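 note: 0% = plate median of test wells and 100% = NSC42067 control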
Target sequence (P86926 whole entry, looked up): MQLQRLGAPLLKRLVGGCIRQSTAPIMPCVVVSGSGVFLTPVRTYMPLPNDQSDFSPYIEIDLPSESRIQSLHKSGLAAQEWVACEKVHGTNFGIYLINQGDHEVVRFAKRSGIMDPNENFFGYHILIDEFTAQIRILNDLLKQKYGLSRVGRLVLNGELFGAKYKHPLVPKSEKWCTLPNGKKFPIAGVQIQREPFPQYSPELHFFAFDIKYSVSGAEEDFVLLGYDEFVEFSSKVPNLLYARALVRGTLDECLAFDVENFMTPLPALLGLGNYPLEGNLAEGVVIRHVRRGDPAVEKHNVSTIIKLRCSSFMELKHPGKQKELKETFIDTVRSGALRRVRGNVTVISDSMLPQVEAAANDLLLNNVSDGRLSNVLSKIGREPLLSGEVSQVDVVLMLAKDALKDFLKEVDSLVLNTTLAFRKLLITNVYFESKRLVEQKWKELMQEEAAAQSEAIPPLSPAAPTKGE
Starred values were filed as active, the others as inactive.

entry	SMILES	TbREL1 primary
1	O=C(N/N=C/c1ccc(O)c(O)c1)c1ccc(-n2cnnn2)cc1	3
2	COc1ccc2sc(-c3ccc(N(C)C)cc3)c(-c3ccc4cc[nH]c4c3)c2c1	-1
3	CCn1c(CCCCc2n[nH]c(=S)n2CC)n[nH]c1=S	-2
4	COC(=O)C1=CN(c2ccc(OC)cc2OC)C(N)=C(C#N)C1c1ccc(OC)cc1 (stereo unspecified)	-10
5	Cc1cc(Br)cn2c(Cc3ccsc3)c(-c3ccco3)nc12	-1
6	Brc1ccc(-c2noc3c2-c2nc(-c4ccccc4)sc2CC3)cc1	1
7	Cc1sc2ncnc(NCCCn3ccnc3)c2c1C	3
8	CCOC(=S)SCC(=O)Nc1ncc(C)s1	3
9	CC(C)(Oc1ccc(CCNC(=O)c2ccc(-c3ccc(Cl)cc3)o2)cc1)C(=O)O	-2
10	O=C(Nc1nnc(-c2ccc3c(c2)OCCO3)o1)C1CCCCC1	0

Next part:
entry	SMILES	TbREL1 primary
11	COc1ccc(C(=O)CCC(=O)N2CCN(c3ccc(N4CCOCC4)nn3)CC2)cc1	-2
12	COc1ccc(C2CC(c3ccc4ccccc4c3OC(C)=O)=NN2C(C)=O)cc1 (stereo unspecified)	1
13	CCSc1nnc(Cc2cc(=O)[nH]c(=O)[nH]2)n1-c1ccc(Cl)cc1	6
14	Cc1cccc(C)c1NC(=S)Nc1ccccc1C(=O)NCc1ccco1	1
15	Cc1nnc(NC(=O)c2ccccc2Oc2ccccc2)s1	-2
16	CN1OC[C@@H]2CN(C(=S)NCCc3ccccc3)[C@H](c3ccc(N4CCCCC4)cc3)C[C@@H]21	-3
17	O=C(NC(=S)NCc1ccccc1)C1CCCCC1	-2
18	COc1cc2c(cc1OC)C1Cc3ccc(OC)c(OC)c3CN1CC2 (stereo unspecified)	0
19	COc1ccc(C2=NN(C(=O)c3ccncc3)C(c3ccccc3O)C2)cc1 (stereo unspecified)	5
20	Cc1ccc(CCNC(=O)C23C[C@H]4C[C@@H](C2)CC(n2nnc(C)n2)(C4)C3)cc1	7

Later entries.
entry	SMILES	TbREL1 primary
21	Cc1ccc(S(=O)(=O)N2CCOCC2)cc1NC(=O)COC(=O)c1cc[n+]([O-])cc1	1
22	COCc1c(C(=O)N2CCN(Cc3nc4ccccc4s3)CC2)oc2ccccc12	-9
23	CC(C)n1ncc2c(C(=O)O)cc(C3CC3)nc21	2
24	OCc1ccc(-c2ccccc2)c(-c2ccccc2)c1	0
25	COc1ccc(NC(=O)c2cccc(OC(F)F)c2)cc1Cl	0
26	Cc1cccc(N/C(N)=N/c2nc(C)cc(C)n2)c1	-3
27	Cc1ccc([C@@H]2[C@@H]3C(=O)N(C)C(=O)[C@@H]3[C@]3(Cc4ccccc4)C(=O)N(Cc4ccccc4)CC(=O)N23)o1	-3
28	CCOC(=O)NC(Nc1cc(C)ccn1)(C(F)(F)F)C(F)(F)F	-1
29	CC(C)(C)c1ccc(C(=O)CC(=O)c2cc(Cl)ccc2O)cc1	2
30	CC1(C)NC(=O)N(CC(=O)Nc2nc(-c3ccc(F)cc3)cs2)C1=O	-2

(list continues)
entry	SMILES	TbREL1 primary
31	Fc1ccc(Sc2ccccc2CNC2=NCCN2)cc1	-2
32	CCOC(=O)Cc1csc(NC(=O)COC(=O)/C=C/c2ccc(OC)cc2)n1	0
33	COC(=O)c1ccc(Cn2c(C)c(C(=O)NCc3ccc(Cl)c(Cl)c3)sc2=O)o1	0
34	COC(=O)c1ccc2c(=O)n(CC3CCCO3)c(SCC(=O)NCCc3ccc(S(N)(=O)=O)cc3)nc2c1 (stereo unspecified)	-3
35	Cc1ccccc1C1CCC2(CCC(=O)N2CC[C@@H](O)c2ccccc2)CC1 (stereo partly specified)	3
36	C#CCOCCOCCOCCNc1nc(N2CCN(C(=O)Cn3cc(CCO)nn3)CC2)nc(N2CCN(C(=O)[C@H](Cc3ccc(O)cc3)n3cc(CCO)nn3)CC2)n1	4
37	Cc1ccc(-c2cc(C(=O)Nc3cc(C(=O)O)ccc3C)c3ccccc3n2)cc1	-3
38	O=C(COc1cc([N+](=O)[O-])cc2cccnc12)NCCC1=CCCCC1	-1
39	CCCCCCC(=O)Nc1ccc(Cl)cn1	2
40	CC(=O)Nc1cc(S(=O)(=O)Nc2ccccc2)c(C)cc1C	-1

Carrying on.
entry	SMILES	TbREL1 primary
41	CC(C)(C)c1ccc(-n2ncc3c2CCCC3NC(=O)CCN2CCCCC2=O)cc1 (stereo unspecified)	-3
42	Cc1cc(C)c(SSc2nnnn2-c2ccccc2)c(C)c1	0
43	Cc1cc(C(=O)NCC(c2ccco2)N(C)C)no1 (stereo unspecified)	8
44	CCCCN(C)CCC(=O)Nc1ccc2c(c1)CCC2	-1
45	COc1ccc(NC(=O)c2sc(=S)[nH]c2N)cc1	-8
46	C#CCOCCOCCOCCNc1nc(N2CCN(C(=O)[C@H](CCC(=O)O)n3cc(C(N)Cc4ccc(O)cc4)nn3)CC2)nc(N2CCN(C(=O)[C@H](CCC(=O)O)n3cc(C(N)Cc4ccc(O)cc4)nn3)CC2)n1 (stereo partly specified)	3
47	O=C(C1CC(=O)N(c2ccc(F)cc2)C1)N1CCOCC1 (stereo unspecified)	2
48	COc1cc(/C=N/NC(=O)c2ccc(NS(=O)(=O)c3cccs3)cc2)cc(OC)c1O	-5
49	CCCCn1c(C(C)O)nc2ccccc21 (stereo unspecified)	0
50	CCn1c(Cc2cccs2)nnc1SCC(=O)Nc1ccc(OCc2ccccc2)cc1	-2

Going on with the list:
entry	SMILES	TbREL1 primary
51	CCc1ccc(NC(=O)C2=CC=CN3CCS(=O)(=O)N=C23)cc1	3
52	COC(=O)[C@]12C[C@H](CC(=O)NCc3ccc(OC)c(OC)c3)C(=O)N(CCc3ccc(OC)c(OC)c3)C1=C[C@H](COCc1ccccc1)O[C@@H]2C	-4
53	COC(=O)c1ccc(CN(C(C)=O)c2ccccc2)o1	1
54	O=c1c2ccccc2nnn1Cc1nnc(-c2ccccc2Br)o1	0
55	CC(C)CC(C)NC(=O)c1ccc(C(F)(F)F)cc1 (stereo unspecified)	-2
56	O=C(CCNS(=O)(=O)c1ccc(Br)cc1)N1CCN(c2ccccc2O)CC1	-4
57	C/C(=N\NC(=O)Nc1ccccc1)c1ccccc1	2
58	CCC1Nc2ncnc(N3CCc4ccccc4C3)c2N(Cc2ccc(Cl)cc2)C1=O (stereo unspecified)	-2
59	COc1ccc(NC(=O)CC2C(=O)N(Cc3ccco3)C(=S)N2C(C)C)cc1 (stereo unspecified)	8
60	Cc1ccc2nc(-c3ccccn3)cc(C(=O)N3CCN(c4ncccn4)CC3)c2c1	-2

Entries by screen from the list:
TbREL1 primary for entries 51 to 59, in order: 3, -4, 1, 0, -2, -4, 2, -2, 8

New compounds follow:
entry	SMILES	TbREL1 primary
61	Cc1ccc(C(C)C)cc1OCC(=O)NC1CCCCCCC1	6
62	CC(=O)Nc1cc(NC(C)=O)cc(C(=O)OCC(=O)c2ccc3c(c2)NC(=O)CO3)c1	0
63	OCC[C@H]1C[C@@H](O)[C@H](O)[C@@]2(CCCO2)O1	9
64	Cc1ccnc(N2C(=O)c3ccccc3C2Nc2ccc3c(c2)OCCO3)c1 (stereo unspecified)	2
65	O=C(C1CCCN(Cc2ccccc2F)C1)N1CCCC1 (stereo unspecified)	6
66	Cc1cc(C(=O)c2ccccc2)nc2ccccc12	1
67	O=C(c1cc(-c2ccncc2)nc2ccccc12)N1CCOCC1	6
68	O=C(CCC1CCCC1)Nc1ccccc1-c1ccccc1	1
69	Cc1csc(NC(=O)c2ccc(=O)[nH]c2)n1	0
70	CC(C(=O)O)N1C(=O)c2cccc3cccc1c23 (stereo unspecified)	6

Later entries
entry	SMILES	TbREL1 primary
71	CC1(C)CC(=O)C=C(NCCc2c[nH]c3ccccc23)C1	-2
72	CCc1noc(C)c1C(=O)N1CCN(S(=O)(=O)c2ccccc2C(F)(F)F)CC1	5
73	Cc1ccc(C)c(OCCC(=O)OCC(=O)NC2CCS(=O)(=O)C2)c1 (stereo unspecified)	0
74	O=C(CN1CCN(C(=O)c2cncn2-c2ccc(F)cc2)CC1)Nc1ccccc1C(F)(F)F	0
75	O=C(CSCCc1ccccn1)Nc1ccc(Br)cn1	-3
76	Cc1ccc(S(=O)(=O)N2[C@@H](c3cccc(C)c3)C(C(=O)O)=C[C@H]2CC2CCCC2)cc1	3
77	COc1cccc(C2CC(=O)Nc3cc4c(cc32)OCCO4)c1OC(C)C (stereo unspecified)	4
78	O=C(CCNS(=O)(=O)c1cccs1)Nc1nccs1	4
79	COc1ccc(NC(C)=O)cc1NC(C)C(=O)Nc1ccccc1F (stereo unspecified)	-5
80	CCOc1ccc([C@@H]2CC=C(C(=O)O)CN2S(=O)(=O)c2ccc(C)cc2)cc1	-2

Remaining list, next part
entry	SMILES	TbREL1 primary
81	CCCSCC(=O)Nc1ncc2c(n1)-c1ccccc1CC2	9
82	COc1ccccc1N1CCN(C(=O)c2oc3cc(C)c(C)cc3c2C)CC1	-3
83	Cc1ccc2c(c1)N(CC(=O)NCC1CCCO1)C(=O)C(C)O2 (stereo unspecified)	3
84	CCN(CC)CCn1c(NCc2cccc(OC)c2OC)nc2ccccc21	4
85	Nc1ccccc1SCc1cc([N+](=O)[O-])cc2c1OCOC2	0
86	COc1ccc(NC(=S)NC2CC3CCCC(C2)N3C2CC2)cc1 (stereo unspecified)	-4
87	Cc1ccc(NC(=O)CCC(=O)NNC(=O)NC23CC4CC(CC(C4)C2)C3)cc1C	0
88	Cc1ccc(NC(=O)C2CC(=O)Nc3ncnn32)cc1Cl (stereo unspecified)	1
89	Cc1ccc(Cn2cc(COC(=O)NCC(C)C)nn2)cc1	-2
90	COC(=O)C1=C(C)N(c2cccc(C)c2)C(=O)/C1=C\c1cccs1	0

More compounds follow:
entry	SMILES	TbREL1 primary
91	Cc1cc(C)n(C(=O)C(C(=O)c2ccccc2)C(C)C)n1 (stereo unspecified)	8
92	Cc1cnc(-c2nnc(N(C)C(=O)C3CCCO3)s2)cn1 (stereo unspecified)	0
93	COc1ccc(-c2noc(CCC(=O)Nc3nc4ccccc4s3)n2)cc1	2
94	COc1ccc(C(=O)c2cc3cccc(OC)c3o2)cc1	8
95	CS(=O)(=O)Nc1ccc(C(=O)Nc2ccc3c(c2)OCO3)cc1	1
96	C/C(=N\NC(=O)c1cccc(F)c1)c1ccc(Br)s1	6
97	O=C(NNC(=O)c1ccccc1F)c1ccc2nc[nH]c2c1	1
98	Cc1cc(C)n(-c2nnc3n2N=C(c2ccccc2)CS3)n1	2
99	CC(=O)Nc1cccc(N(C(=O)C2COc3ccccc3O2)C(C(=O)NC2CCCCC2)c2cn(C)nc2C)c1 (stereo unspecified)	0
100	O=C(COC(=O)c1ccc2ncsc2c1)NCc1ccccc1Cl	-2

17 entries from above, with the structure last.
| item | TbREL1 primary | compound |
| --- | --- | --- |
| 84 | 4 | CCN(CC)CCn1c(NCc2cccc(OC)c2OC)nc2ccccc21 |
| 85 | 0 | Nc1ccccc1SCc1cc([N+](=O)[O-])cc2c1OCOC2 |
| 86 | -4 | COc1ccc(NC(=S)NC2CC3CCCC(C2)N3C2CC2)cc1 (stereo unspecified) |
| 87 | 0 | Cc1ccc(NC(=O)CCC(=O)NNC(=O)NC23CC4CC(CC(C4)C2)C3)cc1C |
| 88 | 1 | Cc1ccc(NC(=O)C2CC(=O)Nc3ncnn32)cc1Cl (stereo unspecified) |
| 89 | -2 | Cc1ccc(Cn2cc(COC(=O)NCC(C)C)nn2)cc1 |
| 90 | 0 | COC(=O)C1=C(C)N(c2cccc(C)c2)C(=O)/C1=C\c1cccs1 |
| 91 | 8 | Cc1cc(C)n(C(=O)C(C(=O)c2ccccc2)C(C)C)n1 (stereo unspecified) |
| 92 | 0 | Cc1cnc(-c2nnc(N(C)C(=O)C3CCCO3)s2)cn1 (stereo unspecified) |
| 93 | 2 | COc1ccc(-c2noc(CCC(=O)Nc3nc4ccccc4s3)n2)cc1 |
| 94 | 8 | COc1ccc(C(=O)c2cc3cccc(OC)c3o2)cc1 |
| 95 | 1 | CS(=O)(=O)Nc1ccc(C(=O)Nc2ccc3c(c2)OCO3)cc1 |
| 96 | 6 | C/C(=N\NC(=O)c1cccc(F)c1)c1ccc(Br)s1 |
| 97 | 1 | O=C(NNC(=O)c1ccccc1F)c1ccc2nc[nH]c2c1 |
| 98 | 2 | Cc1cc(C)n(-c2nnc3n2N=C(c2ccccc2)CS3)n1 |
| 99 | 0 | CC(=O)Nc1cccc(N(C(=O)C2COc3ccccc3O2)C(C(=O)NC2CCCCC2)c2cn(C)nc2C)c1 (stereo unspecified) |
| 100 | -2 | O=C(COC(=O)c1ccc2ncsc2c1)NCc1ccccc1Cl |

Carrying on:
entry	SMILES	TbREL1 primary
101	COc1ccc(NC(=S)N2CCCC2c2ccc(OC)c(OC)c2)cc1 (stereo unspecified)	-3
102	Cc1csc(=O)n1CCC(=O)OCC(=O)Nc1ccc(C(N)=O)cc1	1
103	CCOCCCNC(=O)C(NC(=O)c1ccc(=O)[nH]c1)c1ccccc1 (stereo unspecified)	2
104	COc1ccc(C(=O)NCCS(=O)(=O)NCc2ccc(C)cc2)cc1	-1
105	CCOC(=O)c1cc2c(ccn2C)n1CC(=O)N1CCCC(C)C1 (stereo unspecified)	-3
106	CCc1ccc(NC(=O)CCNS(=O)(=O)c2cccc3nonc23)cc1	-1
107	CCOc1ccc(CN2CCN(Cc3c(C)nn(CC)c3C)CC2CCO)cc1 (stereo unspecified)	-2
108	O=C(NC(NNc1ccc([N+](=O)[O-])cc1)(C(F)(F)F)C(F)(F)F)c1ccccc1Cl	1
109	O=S(=O)(CCc1nc2ccccc2[nH]1)c1ccc(Br)cc1	-1
110	CCCn1c(C(C)Nc2nc(-c3ccc(C)cc3)cs2)nc2cc(Cl)c(Cl)cc21 (stereo unspecified)	-3

The results go on:
entry	SMILES	TbREL1 primary
111	COc1cccc(C(=O)NC2CCCc3ccccc32)c1 (stereo unspecified)	-2
112	Cn1c(NN)nc2ccccc2c1=O	1
113	COc1ccc(C(=O)Nc2cc(C)nn2-c2ccc(F)cc2)cc1	-2
114	CCOc1ncccc1C(=O)OCCCC(=O)c1ccc(Br)cc1	8
115	Cc1ccc(-c2c(C(=O)N3CCOCC3)oc(=O)c3ccccc23)cc1	5
116	Cc1cc(CNC(=O)c2cccnc2Cl)c2ccccc2n1	4
117	CCOCCCN(C)C1CCN(S(=O)(=O)c2csc(C(N)=O)c2)CC1	1
118	O=C1Nc2ccccc2OC1CC(=O)N1CCOCC1 (stereo unspecified)	-1

Assay outcomes (PubChem)

An excerpt; count on the stated rates, not on these rows.
